TcdB GH inh – inhibitors of Clostridioides difficile toxin B glycohydrolase; P18177; TcdB glycohydrolase enzymatic assay, plate reader; inhibition, % at 9.99 µM; 0.24% of 350,000 active; AID 652162; in the data active = inhibition above about 10%
VHR inh abs – DUSP3 (human) phosphatase inhibition | P51452 | recombinant VHR phosphatase, pNPP absorbance | inhibition, % at 13.3 µM | 0.52% of 290,000 active; in the data active = inhibition above about 50%; also: some compounds called inactive have numbers as strong as hits
Target sequence (P51452 whole entry, looked up): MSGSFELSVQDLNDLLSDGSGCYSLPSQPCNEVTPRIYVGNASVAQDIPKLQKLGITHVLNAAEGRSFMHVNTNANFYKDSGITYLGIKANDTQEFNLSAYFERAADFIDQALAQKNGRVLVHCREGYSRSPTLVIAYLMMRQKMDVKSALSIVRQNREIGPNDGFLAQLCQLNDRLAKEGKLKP
BoNT A protease – inhibitors of Botulinum neurotoxin A light chain protease | multiplex microsphere protease substrate cleavage, flow cytometry | inhibition, % at 10 µM | 0.17% of 360,000 active | AID 588499; also: plate controls were buffer without enzyme for full effect and enzyme alone for no effect
BH1578 lux ind – quorum light induction in luxS cqsA deficient V. cholerae; 0.16% of 350,000 active; V. cholerae BH1578 lux reporter, luminescence, 6 h; activation, % at 18.7 µM; AID 588436; in the data active = activation mostly above about 9.7%, no sharp cut-off; inconclusive = no clear call, values can overlap the other calls; inactive = mostly below about 3.7%; also: not every result past the cut was called active; inactives centre near 0; reference of the scale not given here
Anthrax LF prot – blocks Bacillus anthracis lethal factor protease; P15917; 0.12% of 360,000 active; multiplex microsphere protease cleavage assay, LF; inhibition, % at 10 µM; also: plate controls were buffer without enzyme for full effect and enzyme alone for no effect
Target sequence (P15917 whole entry, looked up): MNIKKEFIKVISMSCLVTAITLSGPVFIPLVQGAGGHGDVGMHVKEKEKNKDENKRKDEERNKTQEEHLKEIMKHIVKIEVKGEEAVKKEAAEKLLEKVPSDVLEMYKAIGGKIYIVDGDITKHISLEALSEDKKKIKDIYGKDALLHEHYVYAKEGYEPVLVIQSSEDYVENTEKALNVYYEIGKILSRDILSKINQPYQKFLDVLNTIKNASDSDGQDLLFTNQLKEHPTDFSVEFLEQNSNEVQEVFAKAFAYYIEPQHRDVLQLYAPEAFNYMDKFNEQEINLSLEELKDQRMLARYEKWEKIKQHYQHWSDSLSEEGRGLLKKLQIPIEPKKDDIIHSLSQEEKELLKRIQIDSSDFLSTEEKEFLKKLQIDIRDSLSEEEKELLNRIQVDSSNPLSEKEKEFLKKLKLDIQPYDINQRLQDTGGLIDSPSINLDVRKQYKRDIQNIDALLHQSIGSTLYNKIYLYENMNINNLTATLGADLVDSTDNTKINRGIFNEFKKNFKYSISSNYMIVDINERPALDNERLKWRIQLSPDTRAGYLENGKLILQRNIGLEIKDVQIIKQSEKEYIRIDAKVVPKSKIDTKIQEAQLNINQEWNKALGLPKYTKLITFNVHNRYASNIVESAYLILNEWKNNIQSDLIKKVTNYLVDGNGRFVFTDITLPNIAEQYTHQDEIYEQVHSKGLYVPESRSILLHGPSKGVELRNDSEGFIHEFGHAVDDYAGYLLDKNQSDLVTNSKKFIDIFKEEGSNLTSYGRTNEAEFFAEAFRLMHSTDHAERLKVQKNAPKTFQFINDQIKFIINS
Yp Topo-I inh – Y. pestis Topo-I inhibition via cleavage products | activity, % at 10 µM | Y. pestis Topo-I cleavage product accumulation, plate reader | 0.064% of 360,000 active; in the data active = activity above about 50%, passing the limit was not always enough; inconclusive = no clear call, values can overlap the other calls; also: inactives centre near 2
PfHsp40 rescue – restores yeast growth despite PfHsp40 toxicity; S. cerevisiae expressing PfHsp40, growth rescue, ATP luminescence; growth rescue, % at 12.5 µM; 0.68% of 340,000 active; AID 504582; in the data active = growth rescue above about 28%, passing the limit was not always enough; inconclusive = no clear call, values can overlap the other calls;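 also: yeast W303a lacking pdr1 and pdr3 grown in galactose medium; growth measured after three days at 30 °C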
CCHFV vOTU inh – CCHFV vOTU protease inhibition; Pep-AMC fluorescence; inhibition, % at 11.5 µM; 0.55% of 370,000 active; AID 651958; in the data active = inhibition above about 30%; also: 0% = vehicle wells with enzyme and 100% = no enzyme wells
SSB-PriA inh – K. pneumoniae PriA-SSBct interaction inhibition; AlphaScreen SSBct-PriA binding, biotinylated peptide; inhibition, % at 33 µM; 0.6% of 430,000 active; AID 1272365; in the data active = inhibition mostly above about 37%, no sharp cut-off; inactive = mostly below about 20%;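 also: plate controls were negative control peptide for no effect and reference peptide for full effect; strong numbers were not always called active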
3CLpro inhibitor – SARS-CoV 3CLpro protease inhibition | 0.14% of 290,000 active | inhibition, % at 6 µM | recombinant SARS-CoV 3CLpro, quenched FRET peptide cleavage | P0C6X7; in the data active = inhibition above about 12%
The depositor's hits bear a star; i = inactive; ? = inconclusive; · = not tested or not shown; & = joins results of further samples. Rule as the data show it, unless noted: active = inhibition above about 30%; inconclusive = no clear call, values can overlap the other calls; inactive = below that.

structure,TcdB GH inh,VHR inh abs,BoNT A protease,BH1578 lux ind,Anthrax LF prot,Yp Topo-I inh,PfHsp40 rescue,CCHFV vOTU inh,SSB-PriA inh,3CLpro inhibitor
[O-]/C(=C(\C(=S)Nc1ccccc1F)[n+]1ccccc1)c1ccc(OC(F)F)cc1,1.5,13,1.6,-0.8,4,-3,-1.0,10,·,5
Cc1cc(Br)cn2c(Cc3cccc(Cl)c3)c(-c3cccc(Cl)c3)nc12,0.2,·,0.0,·,-12,·,·,3,·,·
O=C(COc1cccc(Br)c1)NN=C1c2ccccc2-c2ccccc21,·,13,-0.5,-0.2,-1,10,0.4,21,-11,-1
CC(NC(=O)C1CCCN1C(=O)OCc1ccccc1)c1ccccc1 (stereo not given),1.0,10,-0.2,-0.3,1,-7,-1.5,-1,10,-1
COc1ccc(COC(=O)CCc2c[nH]c3ccccc23)cc1F,1.0,-20,-0.1,0.7,-4,12,9.0,7,-16,5
CC1=C(C(N)=O)C(c2ccc(Br)cc2)n2ncnc2N1 (stereo not given),0.2,10,-3.9,-8.3,-7,0,-0.9,1,-6,-8
COc1ccc(CNC(=O)c2noc3c2CCCCC3)cc1,·,14,-1.2,0.1,-4,8,1.1,6,3,7
CNc1c(NC(=O)C2CCC(C)CC2)c(=O)oc2ccccc12 (stereo not given),-0.1,30,0.3,i,5,5,-0.6,3,-24,6
NS(=O)(=O)c1ccc(CCNC(=O)CN2C(=O)COc3ccc(S(=O)(=O)N4CCCC4)cc32)cc1,-1.0,11,1.0,-2.9,0,-3,1.5,-13,-5,-1
Cc1ccc(N2C(=O)CC(c3ccsc3)C3=C2CC(C)(C)CC3=O)cc1 (stereo not given),·,27,0.8,·,-4,-4,-0.3,0,-5,0
Cc1ccc(N2CCN(S(=O)(=O)c3ccc4c(c3)oc(=O)n4C)CC2C)cc1 (stereo not given),-0.9,12,-0.1,-3.8,-3,7,-0.7,-6,-3,-1
CCCNC(=O)C1(C)CCCN(C(=O)C(c2ccccc2)c2ccccc2)C1 (stereo not given),-2.2,·,-0.7,i,2,9,·,-8,·,·
COc1ccc(/C(O)=C2/C(=O)C(=O)N(CCN(C)C)C2c2ccc(OC)c(OC)c2)c(C)c1 (stereo not given),·,·,0.4,-3.1,3,0,-0.9,11,·,2
CCn1c(=O)n(CC(=O)N2CCN(c3ccccc3F)CC2)c(=O)c2ccccc21,·,18,18,i,-9,12,0.5,7,-11,-1
COc1cc(/C=C2\SC(=S)N(N(C)c3ccccc3)C2=O)ccc1O,0.9,13,1.9,i,2,-5,-0.5,-13,-4&13,-1
CCN1C(=O)[C@H]2[C@@H](c3ccc(C)cc3)N[C@]3(CCCN(CC4CCCCC4)C3=O)[C@H]2C1=O,0.4,·,-0.3,i,-7,1,·,0,·,·
Cc1ccc(N(CC(=O)N2CCCCCC2)S(C)(=O)=O)cc1Cl,0.2,12,-4.8,-0.3,16,1,0.0,-2,2,-1
CCN(CC)C1=C(Cl)C(=O)C(Cl)C12OCCO2 (stereo not given),0.0,21,·,12,·,-2,0.0,-5,-5,6
CCCCCCCCN1C(=O)C(O)=C(C(C)=O)C1c1ccccn1 (stereo not given),·,-5,-26,-0.2,-5,6,0.0,1,-8,-1
Cc1cccc(NC(=S)Nc2ccc3cn[nH]c3c2)c1,-0.8,9,0.0,-0.4,1,0,2.1,-5,4,-3
O=C(c1ccccc1)C1CCN(C(=O)Nc2ccccc2)CC1,-2.0,4,-2.3,-0.1,8,4,0.0,-11,-4,-1
CCN(CC(=O)NCc1ccc(F)cc1)C(=O)Cc1ccc(OC)cc1,0.1,43,4.8,-0.3,-1,10,0.0,8,1,-3
COc1ccc(S(=O)(=O)N2CCCCCC2)cc1C(=O)N(C)CC(=O)Nc1ccc(Cl)c(Cl)c1,2.8,·,-4.7,-5.7,-3,23,-0.4,9,7,·
CCOCc1c(C(=O)OCC(=O)Nc2ccccc2C(N)=O)oc2ccccc12,1.1,·,3.4,-1.2,5,0,-0.2,-2,-5,·
O=C1CC(=O)N(CCNc2ncc(C(F)(F)F)cc2Cl)C(=O)N1,·,20,-1.4,-3.0,2,-3,1.6,19,-12,9
CCOc1ccc2nc(NC(NC(=O)CC)(C(=O)OC)C(F)(F)F)sc2c1 (stereo not given),·,17,-1.1,i,-3,-2,-0.1,-1,-9,0
CN1C(=O)Cc2cc(S(=O)(=O)Nc3ccc(Cl)cc3)ccc21,0.7,-1,1.9,-0.1,-1,0,-0.6,1,0,6
COc1cc(OC)c(NC(=O)CCc2nc(-c3cccs3)no2)cc1Cl,·,8,-1.3,i,-3,2,-1.2,0,-10,0
COc1cccc(C(=O)NN2c3ccccc3CCc3ccccc32)c1,0.9,29,0.9,-0.3,-1,-1,-1.0,2,8,4
O=C(N/N=C/c1ccccn1)c1ccc(N/N=C/c2ccccn2)cc1,0.4,12,-0.7,2.2,0,8,-1.2,-5,·,-1

Overlap with the part before: 3 entries, then new ones.
structure,TcdB GH inh,VHR inh abs,BoNT A protease,BH1578 lux ind,Anthrax LF prot,Yp Topo-I inh,PfHsp40 rescue,CCHFV vOTU inh,SSB-PriA inh,3CLpro inhibitor
COc1cc(OC)c(NC(=O)CCc2nc(-c3cccs3)no2)cc1Cl,·,8,-1.3,i,-3,2,-1.2,0,-10,0
COc1cccc(C(=O)NN2c3ccccc3CCc3ccccc32)c1,0.9,29,0.9,-0.3,-1,-1,-1.0,2,8,4
O=C(N/N=C/c1ccccn1)c1ccc(N/N=C/c2ccccn2)cc1,0.4,12,-0.7,2.2,0,8,-1.2,-5,·,-1
O=C(NCc1ccc2c(c1)OCO2)Nc1ccc2nsnc2c1,0.5,9,-1.0,-0.5,-4,1,-0.2,-1,-17,2
O=C(Nc1cccc(C(=O)O)c1)/C(=C\c1ccccc1Cl)NC(=O)c1ccco1,-0.6,14,-1.7,4.2,-6,-2,-0.2,-2,1,-6
CC(=O)c1ccc(NC(=O)c2ccc(-n3cncn3)c([N+](=O)[O-])c2)cc1,-1.9,-6,1.3,-5.3,2,-12,0.9,-2,0,-1
CCN(CC)c1ccc(/C=N/NC(=O)c2c[nH]c3ccccc23)cc1,0.4,5,0.2,6.9,-3,-23,-0.6,-2,·,1
O=C(Nc1ccccc1F)C(=O)c1cn(CC(=O)N2CCCCC2)c2ccccc12,0.1,27,0.6,i,0,-5,-0.2,-8,3,3
Cc1cc(C)n(CC(=O)N2CCCC(N3CCN(Cc4ccc5c(c4)OCO5)CC3)C2)n1 (stereo not given),1.2,19,-0.2,i,4,-7,0.2,6,-7,2
O=C(O)CCc1ccc(-c2cccs2)n1NC(=O)c1ccccc1Br,·,10,-2.9,-1.3,-2,-5,-0.8,14,-29,2
Cc1ccc(OCC(=O)NNC(=O)c2cc3ccccc3o2)cc1C,·,32,-1.2,i,9,6,0.5,-1,-9,1
CCCCC(CC)C(=O)Nc1cc(=O)[nH]c2nc3ccccc3n12 (stereo not given),2.0,2,-1.6,i,-11,2,0.1,-4,-8,3
NC(=O)COc1ccc2oc(=O)cc(-c3cc4ccccc4o3)c2c1,1.6,-4,1.0,i,-1,2,-0.2,15,-9,4
CCN1CCN(S(=O)(=O)c2cc(OC)ccc2OC)CC1,·,-10,-0.5,-0.1,-1,-8,0.3,0,-11,-2
Cc1n[nH]c(=O)c2c(NC(=O)CSc3nnnn3-c3ccc(O)cc3)oc(C)c12,1.9,·,·,-0.7,·,-2,0.3,12,-1,·
COc1cccc(OCCOCCN(C)CCO)c1,·,9,0.1,·,-3,3,0.7,-16,-13,-3
Fc1ccc(-c2nnc(Cc3ccc(Cl)cc3)o2)cc1,0.9,-20,-1.4,0.1,-5,25,1.6,30*,10,1
Cc1coc2cc3oc(=O)c(CC(=O)N(C)CC(=O)O)c(C)c3cc12,-0.2,15,-1.2,-0.5,6,-6,·,-24,-7,1
CCOc1nnnc2c1sc1nc(N3CCOCC3)c3c(c12)CCCC3,·,43,0.2,i,-6,3,1.1,·,-16,2
CC(C)(C)c1ccc(C(CC(=O)O)NC(=O)C23CC4CC(CC(C4)C2)C3)cc1 (stereo not given),1.7,-6,-3.7,-0.8,-7,8,-0.5,-3,9,6
Cc1[nH]n(-c2ccccc2)c(=S)c1C=Nc1ccc([N+](=O)[O-])cc1,-0.2,6,0.2,-0.2,-1,-8,-0.6,8,3,2
CCN=C(Nc1cccc(F)c1)SC1CC(=O)N(c2ccc(OC)cc2)C1=O (stereo not given),0.1,14,-0.4,i,-2,1,2.3,0,-6,6
CC1(C)NC(=O)N(CCOCCOc2ccccc2-c2ccccc2)C1=O,1.0,4,0.1,0.0,-3,4,1.9,1,2,2
CCCCN(CCCC)c1ccc(C(=O)c2ccccc2C(=O)O)c(O)c1,-4.4,12,0.2,i,-2,23,5.4,28,-1,12
COc1ccc(-n2nc(C(=O)NCC(=O)NCCc3ccc(OC)c(OC)c3)c3ccccc3c2=O)cc1,1.2,26,1.0,i,2,5,0.2,-6,-4,-1
CC(=O)c1cc(CCC(=O)NC2CCCCCC2)oc1C,0.8,12,-0.3,-0.2,-3,4,0.5,4,-3,-2
COc1ccc(Br)cc1/C=N/NC(=O)CNC(=O)c1cccnc1,-2.3,17,-2.1,-0.2,5,-2,-0.6,-15,i,2
Cc1ccc(NC(=O)C2CCN(S(=O)(=O)c3cccc4nonc34)CC2)cc1,-0.8,31,-2.2,-0.2,-2,12,-0.3,7,3,-1
COc1ccc(C(=O)O)cc1S(=O)(=O)Nc1ccc(N2CCCCC2)cc1,-42,·,-0.2,0.1,1,-5,0.0,0,4,·
COc1cc(OC)cc(C(=O)N[C@H](C(=O)Nc2ccccc2N2CCOCC2)C(C)C)c1,·,19,0.4,·,5,-2,-0.6,0,-1,1
COC(=O)c1ccc(CSc2nc3ccccc3[nH]2)o1,·,21,1.4,-0.8,2,6,0.9,3,5,0
CC(=O)Nc1ccc(S(=O)(=O)NCC2CCC(C(=O)N3CCN(c4ccccn4)CC3)CC2)cc1 (stereo not given),·,29,0.0,i,6,19,-0.1,-6,13,6
CCC(C)n1c(SCC(=O)NCCc2ccc(S(N)(=O)=O)cc2)nc2ccsc2c1=O (stereo not given),·,46,0.0,-0.4,-2,-3,-0.2,5,-9,0
Cc1nn(C(=O)Cn2cc([N+](=O)[O-])cn2)c(C)c1Cl,-0.1,12,-0.8,0.8,-1,1,-0.8,8,-1,-3
O=C(CCCOc1ccccc1)N1CCN(S(=O)(=O)c2ccccc2)CC1,1.7,·,-0.2,-0.9,-6,28,-0.6,-9,-7,·
Cc1cccc(N(C)C(=O)C2CCCN2S(=O)(=O)c2cccc3nsnc23)c1 (stereo not given),0.7,8,-0.3,i,-3,-1,-0.2,8,4,7
O=C(CN1C(=O)/C(=C/c2ccc(F)cc2)SC1=S)NC1C=CS(=O)(=O)C1 (stereo not given),1.7,-12,-2.4,-2.6,-1,6,-0.7,14,8,-3
OCCNc1ncnc2c1c(-c1ccccc1)c(-c1ccccc1)n2Cc1ccco1,·,10,0.6,-7.7,-1,41,0.1,11,15,4
COc1ccccc1N1CCN(CCCCN2C(=O)C3CCCCN3C2=O)CC1 (stereo not given),·,4,0.7,i,10,3,-1.6,·,2,-1
CCOc1ccc(N/C(=N/c2nc(C)cc(C)n2)NC(=O)CC)cc1,1.1,0,?,0.6,-6,-7,?,0,·,3

Source: PubChem BioAssay

Some of the compounds tested; the hit share may differ from the screen's.
